# Rv3671c protease – Rv3671c serine protease inhibitors, primary screen, biochemical, fluorescence polarization, M. tuberculosis H37Rv; inhibition, % at 5.96 µM; P9WHR9; actives 0.048% (n = 320,000); in the data active means inhibition above about 38%;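 further: extracellular domain of Rv3671c used as enzyme; 0% = enzyme with DMSO and 100% = no enzyme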
# Target sequence (P9WHR9 whole entry, looked up, the tested form may be a part): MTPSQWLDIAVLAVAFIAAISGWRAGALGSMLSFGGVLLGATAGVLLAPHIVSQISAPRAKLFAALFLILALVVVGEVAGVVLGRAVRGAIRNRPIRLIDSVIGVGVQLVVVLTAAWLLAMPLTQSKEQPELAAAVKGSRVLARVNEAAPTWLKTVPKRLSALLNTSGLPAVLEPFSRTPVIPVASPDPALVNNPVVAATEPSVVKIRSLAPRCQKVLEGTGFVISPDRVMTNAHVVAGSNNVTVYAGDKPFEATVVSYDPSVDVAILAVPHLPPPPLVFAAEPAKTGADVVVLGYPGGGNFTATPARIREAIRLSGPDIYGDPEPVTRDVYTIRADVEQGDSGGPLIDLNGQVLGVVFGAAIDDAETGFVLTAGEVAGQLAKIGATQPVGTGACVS
# MazF activator – activators of E. coli MazEF toxin-antitoxin RNase, primary screen, biochemical, fluorescence, uHTS. Endoribonuclease toxin MazF (Escherichia coli (strain K12)), P0AE70. activation, % at 20 µM. AID 504720, 2011. actives 0.32% (n = 350,000). FAM/BHQ RNA-DNA oligo cleavage fluorescence, 5 h; in the data active means activation above about 50%
# Target sequence (P0AE70 whole entry, looked up): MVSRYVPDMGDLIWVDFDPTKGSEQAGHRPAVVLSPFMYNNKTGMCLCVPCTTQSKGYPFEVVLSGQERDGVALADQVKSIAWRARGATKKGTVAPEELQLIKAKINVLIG
# Yp Topo-I inh – Yersinia pestis topoisomerase I inhibitors, primary screen, biochemical, cleavage product accumulation, plate reader, single point; Y. pestis Topo-I cleavage product accumulation; actives 0.064% (n = 360,000); AID 504884, 2011; DNA topoisomerase I (Yersinia pestis CO92); activity, % at 10 µM; in the data active means activity above about 50%, passing the limit was not always enough; further: inactives centre near 2
# VHR inh abs – VHR1 phosphatase inhibitors, primary screen, biochemical, absorbance, uHTS; Dual specificity protein phosphatase 3 (Homo sapiens), P51452; recombinant VHR phosphatase, pNPP absorbance; inhibition, % at 13.3 µM; actives 0.52% (n = 290,000); in the data active means inhibition above about 50%; further: some compounds called inactive have numbers as strong as hits
# Target sequence (P51452 whole entry, looked up): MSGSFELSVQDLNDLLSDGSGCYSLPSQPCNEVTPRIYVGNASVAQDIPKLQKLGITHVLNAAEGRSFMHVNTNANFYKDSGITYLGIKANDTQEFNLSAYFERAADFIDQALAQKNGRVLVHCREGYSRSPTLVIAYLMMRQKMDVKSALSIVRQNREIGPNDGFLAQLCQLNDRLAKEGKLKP
# TcdB inh – TcdB glycohydrolase inhibitors, primary screen, biochemical, single point, plate reader; Toxin B (Clostridioides difficile), P18177; TcdB glycohydrolase enzymatic assay; inhibition, % at 9.99 µM; actives 0.24% (n = 350,000); AID 652162, 2013; in the data active means inhibition above about 10%
# Anthrax LF inh2 – Bacillus anthracis LF protease inhibitors, primary screen, biochemical, multiplex microsphere, MLPCN library. Lethal factor (Bacillus anthracis), P15917. multiplex microsphere protease cleavage assay. inhibition, % at 10 µM. actives 0.12% (n = 360,000); in the data active means inhibition above about 30%; further: plate controls were buffer without enzyme for full effect and enzyme alone for no effect
# Vc quorum ag – inducers of Vibrio cholerae quorum light production without autoinducers, primary screen, BH1578 luxS cqsA deficient, single point. AID 588436, 2011. activation, % at 18.7 µM. actives 0.16% (n = 350,000). V. cholerae BH1578 lux reporter, luminescence, 6 h; in the data active means activation mostly above about 9.7%, no sharp cut-off; further: not every result past the cut was called active; inactives centre near 0; reference of the scale not given here
# 3CLpro inhibitor – SARS-CoV 3CLpro protease inhibitors, primary screen, biochemical, quenched FRET; AID 1706, 2009; inhibition, % at 6 µM; actives 0.14% (n = 290,000); recombinant SARS-CoV 3CLpro, quenched FRET peptide cleavage; in the data active means inhibition above about 12%
# PfHsp40 rescue – rescue of yeast from PfHsp40 toxicity, primary screen, S. cerevisiae, ATP luminescence; S. cerevisiae expressing PfHsp40, growth rescue; growth rescue, % at 12.5 µM; actives 0.68% (n = 340,000); AID 504582, 2011; in the data active means growth rescue above about 28%, passing the limit was not always enough;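 further: yeast W303a lacking pdr1 and pdr3 grown in galactose medium; growth measured after three days at 30 °C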
# PriA SSB inh – inhibitors of Klebsiella pneumoniae PriA binding to SSB C-terminal tail, primary screen, biochemical, AlphaScreen. PriA–SSB C-terminal tail interaction (Klebsiella pneumoniae). AID 1272365, 2023. actives 0.6% (n = 430,000). inhibition, % at 33 µM. AlphaScreen SSBct-PriA binding, biotinylated peptide; in the data active means inhibition mostly above about 37%, no sharp cut-off; inactive means mostly below about 20%;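 further: plate controls were negative control peptide for no effect and reference peptide for full effect; strong numbers were not always called active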
# * hit, by the source's call; i = inactive; · = no result given.
mol,PfHsp40 rescue,PriA SSB inh,Yp Topo-I inh,MazF activator,Vc quorum ag,3CLpro inhibitor,VHR inh abs,TcdB inh,Rv3671c protease,Anthrax LF inh2
CCCCCCOc1ccc(CN2CCN(C)CC2)cc1,-1.2,-19,4,8,-0.9,-1,-5,-0.4,-2,-2
O=C(N/N=C/c1ccc(-c2ccc(S(=O)(=O)Nc3ncccn3)cc2)o1)c1cc2ccccc2cc1O,-1.1,·,3,-3,i,-3,21,·,27,3
O=C(CC1C(=O)NCCN1Cc1cccc(Oc2ccccc2)c1)NCCCn1cccn1 (stereo unspecified),0.4,-4,17,-4,i,1,17,3.0,12,-1
CC(C)(C)c1ccc(/C=N/NC(=O)C[n+]2ccccc2)cc1,-0.7,·,2,4,-0.4,-4,5,-2.0,-1,-9
CCOc1ccc(-n2c(-c3cccs3)nc3ccccc3c2=O)cc1,-1.3,-11,-2,5,-0.6,2,6,0.2,-3,2
CN(C(=O)Nc1ccc(Cl)c(Cl)c1)c1ccccc1C(=O)O,-0.4,-9,4,9,-3.7,4,30,·,-13,-1
COc1ccc2[nH]c(C(=O)Nc3ncc(C)cc3Br)cc2c1,-1.3,-1,-4,9,i,-1,25,-1.0,1,-6
COc1ccc(CNCCCn2cnc3c(OCc4ccccc4)ncnc32)cc1,-0.2,1,9,5,-0.7,·,·,1.1,·,-4
CC1(C)CC(=O)C(CC2=C(O)CC(C)(C)CC2=O)C(=O)C1,-0.5,0,1,6,i,0,4,·,6,-2
COc1ccc(C)cc1S(=O)(=O)N(CC(=O)NCc1ccco1)c1ccc(C)cc1,2.1,9,24,0,i,-1,11,0.5,-5,0
CCN(CC)C(=O)COc1ccc(/C=C(\C#N)S(=O)(=O)c2ccccc2)cc1OC,0.4,-1,9,9,-1.1,1,6,2.1,-4,-10
CCc1nnc(NC(=O)CSc2nnc(C(C)NC(=O)c3ccccc3F)n2C)s1 (stereo unspecified),0.5,-15,-2,15,-0.3,-1,7,-0.6,6,-5
Cc1ccc(C(=O)C(O)C(c2ccc(C)cc2)N2CCCCC2)cc1 (stereo unspecified),-0.2,-1,1,-3,-0.2,1,1,-9.6,-20,-1
O=C(Nc1ccc(S(=O)(=O)N2CCCC2)cc1)c1ccc(Cl)nc1,-0.6,4,-1,1,-2.8,·,·,2.0,-11,2
CC(=O)c1ccc(NC(=O)C2CC2c2ccccc2)cc1 (stereo unspecified),-0.1,-20,-1,3,-0.4,·,·,-0.1,-7,7
CCC(=O)Nc1c(OC(=O)CC)ccc2c(C)cc(=O)oc12,-0.1,-3,3,-13,-0.3,3,5,0.4,8,-4
CC1CCN(C(=O)C2CCN(S(=O)(=O)c3cccc4nonc34)CC2)CC1,0.0,9,3,2,i,5,29,·,-5,-1
C/C(=N\NC(=O)Cc1c(C)[nH][nH]c1=O)c1ccc2ccccc2c1,·,·,·,·,·,-2,26,-7.6,11,·
C=CC[C@H](CC(=O)N(CCO)Cc1ccccc1)C(=O)NCCOC(=O)[C@@H](CC=C)Cc1ccc(F)cc1,1.8,-8,18,6,-0.8,·,·,1.4,0,-1
CCOC(=O)C1=C(C)NC(=O)C(C#N)C1c1ccco1 (stereo unspecified),-0.2,-19,-7,7,-0.6,4,-2,-19,4,-1
CCOc1ccc(NC(=O)C2CC(=O)N3CCCN=C3S2)cc1 (stereo unspecified),0.6,13,-13,-3,-1.2,5,13,·,-1,5
O=C(CCNC(=O)c1ccccc1Cl)NCCCSc1ccccc1,-1.3,10,2,5,i,·,·,-0.1,-5,2
CCNC(=S)NNC(=O)c1ccc(=O)n(Cc2ccccc2)c1,-0.1,1,0,17,-0.3,2,-9,1.0,6,-2
Cn1c(=O)c2c(nc(NCc3ccccc3)n2C)n(C)c1=O,1.6,-7,7,-2,-1.9,-6,43,·,6,-2
CC1(C(=O)NS(=O)(=O)C2CC2)CCCN(C(=O)c2ccc3c(c2)OCO3)C1 (stereo unspecified),·,·,-8,·,0.2,·,·,-1.1,·,-2

# Exported with each value named: entries from further up
CC(=O)c1ccc(NC(=O)C2CC2c2ccccc2)cc1 (stereo unspecified)
- PfHsp40 rescue: -0.1
- PriA SSB inh: -20
- Yp Topo-I inh: -1
- MazF activator: 3
- Vc quorum ag: -0.4
- 3CLpro inhibitor: ·
- VHR inh abs: ·
- TcdB inh: -0.1
- Rv3671c protease: -7
- Anthrax LF inh2: 7

CCC(=O)Nc1c(OC(=O)CC)ccc2c(C)cc(=O)oc12
- PfHsp40 rescue: -0.1
- PriA SSB inh: -3
- Yp Topo-I inh: 3
- MazF activator: -13
- Vc quorum ag: -0.3
- 3CLpro inhibitor: 3
- VHR inh abs: 5
- TcdB inh: 0.4
- Rv3671c protease: 8
- Anthrax LF inh2: -4

# The list continues.
mol,PfHsp40 rescue,PriA SSB inh,Yp Topo-I inh,MazF activator,Vc quorum ag,3CLpro inhibitor,VHR inh abs,TcdB inh,Rv3671c protease,Anthrax LF inh2
CN(C)C(=O)COC(=O)[C@H](Cc1ccccc1)NC(=O)c1ccco1,0.1,-22,-4,-3,0.2,-2,39,·,-2,5
COc1ccc(CNC(=O)CCCn2c(SCC#N)nc3cc4c(cc3c2=O)OCO4)cc1,0.3,2,9,0,i,-2,27,·,-9,-1
COC(=O)c1ccc(C(NC(=O)c2cccnc2)NC(=O)c2cccnc2)cc1,0.3,5,10,6,-0.5,5,17,0.4,7,-8
C/C(=N\N=C(N)N)c1cc(Cl)ccc1Cl,-1.7,·,-2,1,-0.3,-3,-6,-0.7,5,0
O=C(CNC(=O)c1ccccc1)NCC(=O)OCC(=O)c1ccc(F)cc1,3.0,-13,-8,14,0.2,-6,42,1.1,-4,-1
COc1cccc(-c2cc(C(=O)NCC3CCCO3)on2)c1 (stereo unspecified),-1.3,-9,-8,5,-0.3,1,1,-0.2,-1,2
O=C(Cn1cc(C(=O)c2ccco2)c2ccccc21)NCc1ccco1,-2.2,0,-8,-2,-3.2,-3,23,·,-1,0
Cc1ccc(C)c(NC(=O)CN(C)C(=O)c2ccc(-c3ccc(Cl)cc3)o2)c1,-0.8,-8,-3,5,i,·,·,0.4,10,-3
CCOC(=O)N1CCC(n2c(SCC(=O)N3CCC(C)CC3)nc3ccccc3c2=O)CC1,1.8,-9,22,1,-0.2,2,-8,·,-2,5
CCOc1ccc(S(=O)(=O)NCc2ccccc2)cc1C(N)=O,-0.3,-8,9,8,-2.3,-2,23,6.3,6,-10
O=C1c2ccccc2S(=O)(=O)c2cc(-c3nn[nH]n3)ccc21,·,·,9,0,-0.5,·,·,-6.0,·,-2
Cn1c(=O)c2cc(NC(=O)OCCF)ccc2n1Cc1cccc(C(F)(F)F)c1,·,·,10,·,-0.4,·,·,-0.1,·,-1
O=C(NC1CC1)C1CCN(C2CCN(C(=O)Cc3ccc4c(c3)OCO4)CC2)CC1,0.0,-9,-12,4,i,1,10,-4.5,-3,-7
CC1=NN(c2ccccc2)C(=O)/C1=C\N(O)c1ccccc1,-0.3,-2,-3,0,0.3,3,-23,0.9,-19,-8
CCC(C)(C)NC(=O)CN(Cc1ccccc1Cl)C(=O)CCC(=O)Nc1cc(C)ccn1,1.8,-2,22,5,-0.6,-4,17,0.1,0,4
Cc1cc(NC(=O)c2noc3c2CCc2ccccc2-3)n(-c2ccccc2)n1,-0.8,-4,7,-29,-0.2,-3,11,0.7,0,-7
Cc1ccccc1CSCc1ccc(C(=O)NCCCN2CCOCC2)o1,-0.1,-6,-5,13,0.8,4,16,0.6,-6,-3
CN(C(=O)Cn1nnc(-c2cccnc2)n1)C1CCCCC1,·,2,·,4,·,1,15,0.6,-8,·
C=C1CCC[C@]2(C)C[C@H]3OC(=O)C(CNC(CC)CO)[C@H]3CC12 (stereo partly specified),-1.4,-7,3,12,i,2,·,-4.1,8,1
Cc1ccc2c(c1)N(CC(=O)N1CCCCC1)C(=O)C(C)O2 (stereo unspecified),-0.6,-4,-10,16,i,1,8,0.2,1,11
COc1ccc(S(=O)(=O)N(C)C)cc1NC(=O)COC(=O)CC1CCCC1,1.9,0,12,8,i,0,-22,1.8,4,-3
CC1OC(OC2C(O)CC(OC3C(O)CC(OC4CCC5(C)C(CCC6C5CCC5(C)C(C7=CC(=O)OC7)C(O)CC65O)C4)OC3C)OC2C)CC(O)C1O (stereo unspecified),1.4,-6,18,7,·,·,·,1.6,·,-2
CSc1ccccc1NC(=O)C1CC(c2ccccc2Cl)=NO1 (stereo unspecified),3.0,-4,1,-10,i,4,4,0.9,2,-7
Cc1ccc2[nH]c(=O)c3cc(C(=O)N(C)Cc4ccco4)sc3c2c1,0.6,-3,31,6,-0.3,-2,17,1.2,-15,0
COc1ccc(NC(=O)c2ccccc2Cl)c(NC(=O)c2ccco2)c1,1.3,13,4,8,-0.4,0,11,0.4,·,-4
CC(=O)c1ccc(NC(=O)C(C)Oc2ccc(N(C)S(=O)(=O)c3ccc(C)cc3)cc2)cc1 (stereo unspecified),1.5,8,29,2,-0.5,·,·,1.1,-7,4
C/C(=N/OC(=O)c1c(F)cccc1F)c1nccs1,-0.2,·,-7,4,-0.3,0,-4,·,1,-2
O=C(CS(=O)(=O)c1ccccc1Cl)N1CCOCC1,-1.0,9,-1,-4,i,-5,24,1.6,3,2
COc1ccc(OCc2cc(C(=O)NCC3(C)COC3)no2)c(Cl)c1,0.3,4,7,-2,-1.0,5,2,0.1,-5,-1
CC(OC(=O)c1cccs1)C(=O)NCc1ccccc1 (stereo unspecified),-0.9,-19,-3,3,i,4,36,·,-2,-11
Cc1ccc(C2CC(C(F)F)n3ncc(C(=O)Nc4c(C)nn(Cc5c(F)cccc5Cl)c4C)c3N2)cc1 (stereo unspecified),0.4,5,1,-7,-0.3,1,13,·,-10,-5
Cc1ccc(NC(=O)COc2ccc(/C=N/NC(=O)CSCc3ccccc3)cc2)cc1,-1.7,·,-7,6,i,6,-2,·,-9,0
COc1ccccc1NC(=O)COc1ccc(C(=O)NCC2CCCO2)cc1OC (stereo unspecified),0.3,-2,6,9,-0.7,·,·,0.4,0,-6
COc1ccc(S(=O)(=O)NCC2CCCN(C(=O)c3cccs3)C2)cc1 (stereo unspecified),-0.5,-6,-13,10,·,2,38,0.8,4,2
Cc1ccc(S(=O)(=O)N(C)C)cc1NC(=O)CN1C(=O)NC(Cc2ccccc2)C1=O (stereo unspecified),1.0,-3,-1,-3,-0.8,·,·,1.0,3,6
C/C(=N\NC(=O)c1ccccc1F)c1ccc2c(c1)Nc1ccccc1S2,3.7,·,-11,-15,-0.4,1,0,·,3,-3
CN(Cc1ccccc1F)C(=O)CCCNC(=O)c1ccc(Cl)cc1,-0.7,-8,9,-6,-0.6,1,-12,0.1,1,-2
COc1ccc(NC(=O)c2ccc(OC)cc2)cc1,-1.1,-6,5,3,-0.4,4,-4,·,0,4
COc1ccc(C(=O)Nc2cccnc2)cc1OC,13,-4,1,3,·,2,-29,·,5,-3
O=C(CCCc1ccccc1)NCc1ccccn1,-0.6,-27,3,11,3.8,-2,-2,·,-6,-6
CS(=O)(=O)N(CC(=O)NCc1ccccc1)Cc1ccc(Cl)cc1,0.6,-12,7,-7,-0.2,-5,4,·,-4,-8
COc1ccc(C(=O)NNC(=O)CSc2nnc(C(C)C)n2C)cc1,-1.1,-3,-1,11,-0.3,-8,40,0.3,2,-1
CC(C)(Oc1ccc(Cl)cc1)C(=O)N(Cc1ccccc1)c1ccccn1,8.6,-37,11,-11,0.6,0,8,1.3,0,1

# Screening data from PubChem.

# These rows are one share of the data, so the mix of outcomes need not match the whole.
